SKKanGAS inh: S. pyogenes SKKanGAS growth inhibitors in kanamycin, primary screen, streptokinase expression inhibitor project, SKKanGAS strain, BacTiter-Glo luminescence | 300,000 tested, 1.3% active | 6 h | inhibition, % at 7.5 µM;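 active = mean replicate score, as percent of positive control median, at least 50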;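 note: strain carries kanamycin resistance gene driven by streptokinase promoter and grows in 40 µg/ml kanamycin; loss of luminescence reflects streptokinase promoter inhibition or plain growth inhibition; 0% = median of DMSO wells and 100% = positive control at its reference dose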
TRPC6 inhibitor: mouse TRPC6 channel inhibitors, primary screen, cell-based, HEK293, membrane potential dye. ACh-evoked depolarization; active compounds read low. B-score at 10 µM. 310,000 tested, 1.1% active. AID 2553, 2010;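 active = B-score under library mean minus 3 SD, initial fluorescence not abnormally high, positive integrated signal ratio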;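 note: B-score derived from integrated fluorescence ratio over the kinetic read; more negative B-score means stronger inhibition of depolarization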
TRPC6 activator: mouse TRPC6 channel activators, primary screen, cell-based, HEK293, membrane potential dye; Short transient receptor potential channel 6 (Mus musculus), Q61143; HEK293-TRPC6 membrane potential dye fluorescence; active compounds read high; B-score at 10 µM; 310,000 tested, 0.13% active; AID 2550, 2010;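 active = B-score of the integrated fluorescence ratio above library mean plus 3 SD, and starting fluorescence ratio within library mean plus 5 SD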;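 note: higher score means more depolarization so channel activation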
MrgX1 antag: antagonists of human MrgX1 receptor, primary screen, HEK293 cells, Fluo-4 calcium flux; Mas-related G-protein coupled receptor member X1 (Homo sapiens), Q96LB2; BAM8-22 antagonism; active compounds read low; B-score at 10 µM; 310,000 tested, 1.3% active;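 active = calcium-response B-score plate-corrected more than 3 library SD below zero, starting fluorescence within 5 deviations, no agonist response on first addition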;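 note: peak minus trough fluorescence over baseline after final BAM8-22 challenge near maximal dose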
TRPC4 inh: inhibitors of mouse TRPC4 channel, primary screen, Fluo4 calcium, HEK293 TRPC4beta/mu-opioid cells. Short transient receptor potential channel 4 (Mus musculus), Q9QUQ5. DAMGO-evoked Fluo4 calcium flux; active compounds read low. B-score at 10 µM. 300,000 tested, 0.39% active;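 active = B-score over 3 SD under the library average, no early fluorescence shift, positive overall ratio signal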
Target sequence (Q9QUQ5 whole entry, looked up): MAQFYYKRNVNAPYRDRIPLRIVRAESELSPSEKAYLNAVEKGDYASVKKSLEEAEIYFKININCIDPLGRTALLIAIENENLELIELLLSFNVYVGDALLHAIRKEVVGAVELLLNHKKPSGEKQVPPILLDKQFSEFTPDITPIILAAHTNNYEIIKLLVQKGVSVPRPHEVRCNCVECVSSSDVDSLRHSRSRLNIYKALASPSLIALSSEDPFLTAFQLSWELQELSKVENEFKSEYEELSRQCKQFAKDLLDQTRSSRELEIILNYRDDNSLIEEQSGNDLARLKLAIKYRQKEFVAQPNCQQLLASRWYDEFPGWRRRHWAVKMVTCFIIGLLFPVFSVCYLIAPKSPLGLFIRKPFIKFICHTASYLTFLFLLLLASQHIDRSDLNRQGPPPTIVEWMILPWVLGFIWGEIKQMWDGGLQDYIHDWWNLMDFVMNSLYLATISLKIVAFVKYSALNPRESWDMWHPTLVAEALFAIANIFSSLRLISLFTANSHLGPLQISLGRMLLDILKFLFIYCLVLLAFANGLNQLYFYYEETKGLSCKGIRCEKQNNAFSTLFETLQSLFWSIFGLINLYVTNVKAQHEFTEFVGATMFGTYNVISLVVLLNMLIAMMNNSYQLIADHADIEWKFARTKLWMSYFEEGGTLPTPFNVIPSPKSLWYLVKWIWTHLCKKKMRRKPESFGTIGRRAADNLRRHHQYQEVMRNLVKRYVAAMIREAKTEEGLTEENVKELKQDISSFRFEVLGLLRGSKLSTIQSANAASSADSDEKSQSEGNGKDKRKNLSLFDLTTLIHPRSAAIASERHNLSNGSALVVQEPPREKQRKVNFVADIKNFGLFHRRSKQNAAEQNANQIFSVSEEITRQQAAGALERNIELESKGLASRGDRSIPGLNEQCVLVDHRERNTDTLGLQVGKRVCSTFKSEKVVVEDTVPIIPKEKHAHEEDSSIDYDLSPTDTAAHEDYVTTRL
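Material: HEK293 cells with stable TRPC4beta plus mu-opioid receptor expression; probe or stimulus: DAMGO in two steps, submaximal then maximal; technique: Fluo4 calcium fluorescence by kinetic imaging, 5 s 1 Hz baseline; measure: integrated fluorescence ratio relative to baseline, converted to per-well B score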
RGS4 act: RGS4 potentiators or activators, primary screen, cell-based, HEK293 M3R inducible RGS4, calcium flux; carbachol calcium flux Fluo4; active compounds read low; B-score at 10 µM; 310,000 tested, 0.92% active; AID 463111, 2010;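 active = B-score of the integrated calcium signal more than 4 SD below the library mean, with starting fluorescence not abnormally high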;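 note: negative B-score means reduced calcium response which marks RGS4 activation or potentiation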
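Material: Inducible-RGS4 HEK293 cells carrying M3 receptor; also added: carbachol at ECmax as muscarinic agonist stimulus; incubation: compound preincubation 20 min at room temperature before agonist; signal: Fluo4-AM (2 µM) calcium-flux fluorescence, kinetic read; measure: integrated calcium ratio converted to B score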
HIF act: HIF pathway transcriptional activators, primary screen, cell-based, U2OS HRE-luciferase, luminescence | 300,000 tested, 0.32% active | activation, % at 7.5 µM (by protocol) | U2OS HRE-luciferase reporter; normalized: DMSO 0%, desferrioxamine 100%;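 active = mean activation of at least 10% of the iron chelator positive control signal, with at least half of replicates also reaching 10%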
RGS4 block: RGS4 inhibitors, primary screen, cell-based, HEK293 M3R inducible RGS4, calcium flux. Regulator of G-protein signaling 4 (Homo sapiens), P49798. Fluo-4 calcium flux; active compounds read high; triggered by carbachol at its EC20. B-score at 10 µM. 310,000 tested, 0.45% active;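 active = B-score, a plate-corrected calcium signal, over three deviations above library mean, with baseline fluorescence within five deviations of library mean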;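 note: RGS4 expression induced by doxycycline in cells with stable M3 receptor; B-score is computed from the integrated fluorescence ratio over baseline after carbachol; higher B-score means a larger calcium signal and so more RGS4 inhibition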
MrgX1 PAM: positive allosteric modulators of MrgX1, primary screen, HEK293 cells, Fluo-4 calcium flux; Mas-related G-protein coupled receptor member X1 (Homo sapiens), Q96LB2; FDSS; active compounds read high; B-score at 10 µM; 310,000 tested, 0.63% active; AID 588675, 2011;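 active = plate-corrected calcium response at least 3 library SD above typical, normal starting fluorescence, not activating the receptor alone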;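 note: compound read alongside a low EC10 to EC30 dose of BAM8-22 agonist; peak minus trough fluorescence over baseline measured at the second addition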
Platelet DG rel: inhibitors of platelet dense granule secretion, primary screen, cell-based, MLPCN, human platelets; human platelet-rich plasma, SFLLRN dense granule ATP release, luminescence; inhibition, %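 (compounds screened at 7.5 µM in platelet-rich plasma)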; 300,000 tested, 0.22% active; AID 1663, 2009;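 active = mean replicate score, as percent of positive control, at or above 50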
MrgX1 ag: agonists of human MrgX1 receptor, primary screen, HEK293 cells, Fluo-4 calcium flux. Fluo-4 calcium fluorescence, agonist mode; active compounds read high. B-score at 10 µM. 310,000 tested, 0.44% active. AID 588627, 2011;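 active = calcium response B-score plate-corrected fluorescence ratio at least 3 library SD, with starting fluorescence B-score inside 5 SD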
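times = overnight plating, then 30 min 37 °C plus 30 min room-temperature dye loading | assay system = stable human MrgX1 HEK293 cell line | input = fifteen thousand cells per well | signal = kinetic calcium dye fluorescence, Fluo-4 NW | dosing = compound delivered in addition one of three | read-out = B-scored fluorescence response ratio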
An asterisk follows results filed as active; i = inactive; / = no result given.

SMILES	SKKanGAS inh	TRPC6 inhibitor	TRPC6 activator	MrgX1 antag	TRPC4 inh	RGS4 act	HIF act	RGS4 block	MrgX1 PAM	Platelet DG rel	MrgX1 ag
CCOC(=O)/C=c1\s/c(=C\c2ccc(C(=O)OC)cc2)c(=O)n1CC(=O)Nc1ccccc1	-1	i	i	i	i	i	0.0	i	i	-2	i
O=C(c1ccc(Cl)c(S(=O)(=O)N2CCCCC2)c1)N1CCCC1	1	i	i	i	i	i	0.1	i	i	-6	i
O=S(=O)(NCCc1ccccc1)c1ccc(-n2cnnn2)cc1	2	i	i	i	i	i	4.3	i	i	-3	i
O=C(Nc1ccccc1Oc1cccnc1)C1CCCN(C/C=C/c2ccccc2)C1 (centres undefined)	-4	i	i	i	i	i	-1.0	i	i	0	i
O=C(NC1CCN(S(=O)(=O)c2ccc(F)cc2)CC1)c1cccnc1	-9	i	i	i	i	i	-0.6	i	i	-14	i
CCn1c2ccccc2c2nnc(SCc3ccccc3)nc21	16	i	i	i	i	i	0.1	i	i	-2	i
COc1cccc(CN2CCCC(C(=O)c3ccc4c(c3)OCO4)C2)c1O (centres undefined)	11	i	i	i	i	i	0.3	i	i	0	i
CCOC(=O)N1CCN(S(=O)(=O)N(C)C)CC1	-2	i	i	i	i	i	0.1	i	i	0	i
CN(CCCNC(=O)c1cc2c(=O)[nH]c3ccccc3c2n1C)Cc1ccccc1	-19	i	i	-5.7*	i	i	-0.4	i	i	-12	i
COc1ccc(C(C)=O)cc1CSc1ccc2c(c1)OCCO2	1	i	i	i	i	i	0.1	i	i	-16	i
C/C(=N\NC(=O)CSc1nc2ccccc2c(=O)n1-c1ccccc1C)c1cccs1	1	i	i	i	i	i	-0.1	i	i	-1	i
Cc1c(C(=O)NCc2cccnc2)oc2ccc(S(=O)(=O)N3CCC4(CC3)OCCO4)cc12	8	i	i	i	i	i	-0.6	i	i	2	i
COc1ccc(NC(=O)CSc2nnc(Cc3ccc(C)cc3)c(=O)n2N)cc1OC	2	i	i	i	i	i	-10	i	i	1	i
CCC(=O)OC1CSc2nc3ccccc3n2C1 (centres undefined)	-3	i	i	i	i	i	0.6	i	i	1	i
CCOCCOC(=O)C1=C(C)NC(=O)NC1c1ccc2c(c1)OCO2 (centres undefined)	5	i	i	i	i	i	-2.4	i	i	8	i
Cc1ccc(Nc2cc(C)nc(N3CCOCC3)n2)c(C)c1	-1	i	i	i	i	i	-0.8	i	i	5	i
CC(=O)c1cccc(N(CC(=O)Nc2ccc(S(=O)(=O)N3CCOCC3)cc2)S(C)(=O)=O)c1	-2	i	i	i	i	i	0.0	i	i	-2	i
CC1CCN(S(=O)(=O)c2cn(CC(=O)N3CCN(c4cccc(C(F)(F)F)c4)CC3)cn2)CC1	-3	i	i	i	i	i	-0.2	i	i	1	i
Cc1ccc(C)c(NC2=NC3(CCCCC3)N=C(N)N2)c1	3	i	i	i	i	i	0.0	i	i	1	i
c1ccc(-c2cnnc(SCc3cn4cccnc4n3)n2)cc1	2	i	i	i	i	i	-0.1	i	i	-1	i
NS(=O)(=O)c1ccc(Sc2nc3ccccc3s2)c([N+](=O)[O-])c1	7	i	i	i	i	i	0.1	i	i	-7	i
COc1ccc(/C=C(\C)C(=O)c2c(C)cc(C)[nH]c2=O)cc1	0	i	i	i	i	i	0.3	i	i	1	i
CC(C)C1N(C(=O)CN2CCCCC2)CCN1S(=O)(=O)c1ccccc1 (centres undefined)	3	i	i	i	i	i	0.0	i	i	-3	i
CCOC(=O)N1CCN(C(=O)CCc2ccccc2)CC1	0	i	i	i	i	i	-23	i	i	1	i
COc1ccc(NC(C)=O)cc1NC(=O)c1cccc(S(=O)(=O)N2CCN(Cc3ccccc3)CC2)c1	-1	i	i	i	i	i	-0.2	i	i	6	i
Cc1noc(C)c1COc1cccc(C(=O)Nc2ccc(OCc3ccccc3)cc2)c1	26	i	i	i	i	i	0.5	i	i	-3	i
O=C(Nc1ccc(O)cc1)c1cc2n(n1)C(C(F)(F)F)CC(c1ccco1)N2 (centres undefined)	9	i	i	i	i	i	2.6	i	i	1	i
CCOC(=O)c1cnc2c(c(C)nn2CC)c1NC1CC1	13	i	i	i	i	i	-0.5	i	i	-20	i
CC(C)N(C)CCOC(=O)c1ccccc1Br	-16	i	i	i	i	i	-0.5	i	i	2	i
COc1cccc(-n2nnc3c(=O)n(CC(=O)NCC4CCCO4)cnc32)c1 (centres undefined)	-2	i	i	i	i	i	0.7	i	i	-1	i
COc1cc(/C=N/NC(=O)c2cccc3ccccc23)ccc1OCC(N)=O	4	i	i	i	i	i	-0.7	i	i	3	i
O=C(Nc1ccc(N2CCOCC2)cc1)c1cn2ccccc2n1	27	i	i	i	i	i	-1.6	i	i	68*	i
CCOc1cc(-c2nc(-c3ccc(C)nc3OC)no2)cc(OCC)c1OCC	-6	i	i	/	i	i	-0.5	i	/	-3	/
O=C(COC(=O)c1cncc(Br)c1)NCc1ccccc1Cl	9	i	i	i	i	i	-1.2	i	i	-2	i
CC1CC(=O)C2=C(C1)OC(N)=C(C#N)C2c1coc2ccccc2c1=O (centres undefined)	2	i	i	i	i	i	0.5	i	i	2	i
CS/C(=C\[N+](=O)[O-])Nc1ccc(OC(F)(F)F)cc1	-6	i	i	i	i	i	-0.3	i	i	0	i
COc1ccccc1Nc1ccc(NC(=O)c2cccc([N+](=O)[O-])c2C)cc1	9	i	i	i	i	i	2.1	i	i	6	i
FC(F)(F)c1ccccc1NC(=S)N1CCN(c2ccccn2)CC1	-4	i	i	i	i	i	-0.1	i	i	1	i
O=C(CSc1ccc(Br)cc1)NCC1CCCO1 (centres undefined)	-13	i	i	i	i	i	0.4	i	i	0	i
CCOC(=O)COc1ccc(S(=O)(=O)NCc2ccncc2)cc1	-7	i	i	i	i	i	-0.4	i	i	18	i
CCn1c(CNC(=O)c2ccc3c(c2)OCO3)nnc1SCC(=O)Nc1ccccc1F	-15	i	i	i	i	i	-1.0	i	i	0	i
CCS(=O)(=O)c1nc(S(=O)(=O)c2ccc(Cl)cc2)c(N2CCC(O)CC2)s1	-7	i	i	i	i	i	-0.1	i	i	0	i
Cc1ccc(C(=O)C[n+]2cc(-c3ccc(C)cc3)n3c2CCCCC3)cc1	13	-5.4*	12*	i	i	i	0.0	i	i	0	i
CCc1nnc(NC(=O)c2cccc(S(=O)(=O)N3CCc4ccccc43)c2)s1	8	i	i	i	i	i	0.1	i	i	0	i
O=C(CSc1nnc(CNC(=O)c2ccc(F)cc2)o1)NCc1ccccc1Cl	51*	i	i	i	i	i	0.1	i	i	9	i
Cc1sc(NC(=O)C2CSC3(C)CCC(=O)N23)nc1-c1ccc(F)cc1 (centres undefined)	-5	i	i	i	i	i	0.0	i	i	16	i
COc1cccc(OC)c1NC(=O)c1nc2c(nnn2Cc2ccccc2Cl)c(=O)[nH]1	33	i	i	i	i	i	0.1	5.5*	i	1	i
O=C(NCCc1cccc(Cl)c1)C1CCC(=O)N(Cc2ccc(Cl)cc2)C1 (centres undefined)	-1	i	i	i	i	i	0.3	i	i	13	i
O=C(CCCN1C(=O)C(c2ccccc2)Oc2cccnc21)NCc1ccc(F)cc1 (centres undefined)	1	i	i	i	i	i	-0.4	i	i	-1	i
COc1ccc(Br)cc1CN(C)CC(O)COc1ccc(Br)cc1 (centres undefined)	3	i	i	i	i	i	0.2	i	i	0	i
C=C(C)C(=O)Nc1ccc2c(c1)OCCOCCOCCO2	9	i	i	i	i	i	-0.7	i	i	-1	i
COc1ccc(C(=O)N2CCC(C(=O)Nc3ccccc3C)CC2)cc1OC	0	i	i	i	i	i	-0.2	i	i	-12	i
COc1cccc(N2C(=O)/C(=C\c3cccs3)NC2=S)c1	3	i	i	i	i	i	0.9	i	i	5	i
C#CCN(Cc1ccco1)C(=O)c1ccc(OC2CCN(Cc3ccccn3)CC2)cc1	0	i	i	i	i	i	0.0	i	i	9	i
COc1ccc(-n2nc(C(=O)NCC(=O)N3CCCCC3)c3ccccc3c2=O)cc1	6	i	i	i	i	i	0.3	i	i	8	i
c1ccc(-c2cn3c(n2)SCC3)cc1	-1	i	i	i	i	i	0.9	i	i	0	i
O=C(/C=C/c1ccccc1)Oc1ccccc1C(=S)N1CCOCC1	1	i	i	i	i	i	-0.4	i	i	-1	i
O=C(c1ccccc1)N1CCN(CC2CC=CCC2)CC1 (centres undefined)	-3	i	i	i	i	i	0.5	i	i	3	i
NC1=NN=C(c2ccc3c(c2)OCCO3)CS1	1	i	i	i	i	i	-1.5	i	i	-40	i

Complete entries, quoted from the list:
COc1cccc(N2C(=O)/C(=C\c3cccs3)NC2=S)c1 is listed with SKKanGAS inh = 3; TRPC6 inhibitor = i; TRPC6 activator = i; MrgX1 antag = i; TRPC4 inh = i; RGS4 act = i; HIF act = 0.9; RGS4 block = i; MrgX1 PAM = i; Platelet DG rel = 5; MrgX1 ag = i
O=C(CCCN1C(=O)C(c2ccccc2)Oc2cccnc21)NCc1ccc(F)cc1 (centres undefined) is listed with SKKanGAS inh = 1; TRPC6 inhibitor = i; TRPC6 activator = i; MrgX1 antag = i; TRPC4 inh = i; RGS4 act = i; HIF act = -0.4; RGS4 block = i; MrgX1 PAM = i; Platelet DG rel = -1; MrgX1 ag = i

Bioassay records as filed in PubChem BioAssay.
